ERp5 block = inhibitors of ERp5-driven insulin aggregation, primary screen, biochemical, turbidity, absorbance 650 nm, single point; 90 min; inhibition, % at 9.99 µM; actives 0.05% (n = 350,000);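 active = mean replicate inhibition above about 25%, with every replicate also reaching it, limit read from the data, passing the limit was not always enough; inconclusive = only one of those two criteria met; inactive = neither criterion met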
Target sequence (Q15084 whole entry, looked up): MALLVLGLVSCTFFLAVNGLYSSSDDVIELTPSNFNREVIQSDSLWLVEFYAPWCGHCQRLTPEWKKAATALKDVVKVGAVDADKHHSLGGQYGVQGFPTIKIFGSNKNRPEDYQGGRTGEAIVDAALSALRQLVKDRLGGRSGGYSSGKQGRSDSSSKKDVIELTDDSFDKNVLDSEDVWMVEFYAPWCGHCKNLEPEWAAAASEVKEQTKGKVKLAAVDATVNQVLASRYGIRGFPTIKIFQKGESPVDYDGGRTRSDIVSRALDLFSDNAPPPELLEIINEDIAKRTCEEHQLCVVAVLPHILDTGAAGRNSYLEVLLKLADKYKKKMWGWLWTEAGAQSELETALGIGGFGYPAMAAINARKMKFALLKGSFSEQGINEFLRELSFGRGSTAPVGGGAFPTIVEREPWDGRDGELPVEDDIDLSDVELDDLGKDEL
ARNT TACC3 PPI = disruptors of ARNT/TACC3 protein interaction, primary screen, biochemical, AlphaScreen, single concentration; Transforming acidic coiled-coil-containing protein 3 (Homo sapiens), Q9Y6A5; AlphaScreen His-ARNT PAS-B/GST-TACC3 binding, luminescence; TACC3 fragment carries E629A point mutation; inhibition, % at 9.99 µM; actives 0.66% (n = 390,000);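 active = mean inhibition of replicates at least 50% and at least half of replicates each reaching 50%; inconclusive = half or more replicates reach 50% but mean below 50%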;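 also: 0% = complete ARNT plus TACC3 wells and 100% = ARNT alone without TACC3; many hits fall short of the cut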
Xi reactivation = activators of inactive X chromosome reactivation, primary screen, imaging, XiGFP fibroblasts, GFP high-content imaging, set 2 | activation, % at 7.58 µM | XiGFP mouse fibroblasts, % GFP-positive cells imaging, 3 d; cells co-treated with 5-aza-dC sensitizer; scaled so ellipticine positive control = 100% | actives 0.055% (n = 360,000) | AID 743238, 2013;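 active = mean normalized replicate activation at least 10% and every replicate at or above 10%; inconclusive = only one of the two criteria met; inactive = mean below 10% and not all replicates reach 10%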;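 also: 0% = median of on-plate neutral control wells and 100% = ellipticine 6 µM median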
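Material: XiGFP fibroblasts, SV40-immortalized; Buffer or medium: DMEM containing 5-aza-dC; Compound dosing: single point; Times: 3 days compound exposure.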
INS-1E GSIS act = GLuc luminescence reporter in INS-1E cells, primary screen for activators of glucose-dependent secretion of insulin; INS-1E GLuc reporter insulin secretion, 2-3 h; activation, % at 16.6 µM; actives 0.61% (n = 370,000); AID 743287, 2014;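 active = lowest replicate activation of at least 40%, so every replicate reaches that level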;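 also: 0% = median of neutral control wells and 100% = median of IBMX positive control wells; some compounds called inactive have numbers as strong as hits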
CFTR F508del cor = F508del CFTR correction, initial screen, CFBE line, single point; CFBE cells, YFP halide quenching; stimulated with forskolin plus potentiator P3; % fluorescence drop versus neutral controls; activity (quench increase), % at 7.58 µM; actives 0.36% (n = 350,000);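 active = mean added fluorescence quench of at least 8% versus neutral control, with both replicates also reaching 8%; inconclusive = only one of the mean or replicate conditions met; inactive = mean below 8% and not both replicates reaching 8%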;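 also: cells transiently co-express mutant CFTR-F508del with the halide-sensitive YFP; corrector assay measuring rescue of mutant channel to the surface after 24 h compound exposure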
EWS-Fli block = EWS/Fli-driven NR0B1 reporter inhibitors, primary screen, A673 cells, NR0B1 luciferase, luminescence, MLPCN library. actives 0.67% (n = 350,000). viability-normalised. inhibition, % at 12.6 µM;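 active = mean inhibition of at least 50% after viability correction, with every replicate also passing that limit; inconclusive = mean reaches 50% but only one of two replicates passes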;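 also: firefly luciferase signal divided by Alamar Blue viability fluorescence both relative to DMSO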
DENV2 CPE rescue = inhibitors of DENV2 cytopathic effect, primary screen, cell-based, plate reader, single concentration; DENV2-infected cells, cytopathic effect rescue; CPE inhibition, % at 9.99 µM; actives 1.7% (n = 350,000); in the data active = CPE inhibition above about 20%, passing the limit was not always enough; inconclusive = no clear call, values can overlap the other calls; tested in BHK-21 cells;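 also: 0% = median of neutral control wells and 100% = median of positive control wells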
PAX8 inh HTS = inhibitors of PAX8-driven TPO luciferase reporter, primary screen, RMG-I cells, single concentration; SteadyGlo, 24 h; inhibition, % at 12.6 µM; actives 1.2% (n = 360,000); AID 652154, 2013;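 active = mean replicate inhibition at least 60% with every replicate also reaching 60%; inconclusive = only one of the two criteria is met; inactive = mean below 60% and not all replicates reaching 60%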;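 also: luciferase light reporting Pax8 driven TPO promoter activity; plate controls were median of neutral control wells for no effect and mitoxantrone controls for full effect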
An asterisk follows results filed as active; ? = inconclusive; . = no result given; & = joins results of further samples.

SMILES | ERp5 block | ARNT TACC3 PPI | Xi reactivation | INS-1E GSIS act | CFTR F508del cor | EWS-Fli block | DENV2 CPE rescue | PAX8 inh HTS
C[C@@H]1CCCCO[C@H](CN(C)C(=O)Nc2cccc3ccccc23)[C@H](C)CN([C@@H](C)CO)C(=O)c2cc(NC(=O)c3ccccc3)ccc2O1 | -6 | 8 | 0.2 | 3 | -3.4 | 2 | -15 | -3
CCOC(=O)N1CCN(C(=O)c2ccc(CS(=O)(=O)c3ccc(OC)cc3)o2)CC1 | 1 | -9 | 0.1 | -3 | 2.6 | -3 | 0 | 16
CCOC(=O)N/N=C(\C)c1ccc(Br)cc1 | -2 | 2 | . | 13 | -3.2 | -44 | 2 | .
CC(CC(=O)O)n1nnc2ccccc21 (configuration not stated) | -1 | -7 | 0.1 | -2 | 1.6 | -3 | 0 | 14
Cc1nc(-c2ccc(Cl)cc2)sc1C1(C)CC(c2cccnc2)=NO1 (configuration not stated) | 6 | 1 | 0.0 | -27 | -1.6 | -110 | 9 | -114
Nc1nc2ccc(Br)cc2s1 | 2 | . | 0.1 | 2 | -1.1 | -33 | -1 | -44
CCCCNC(=O)Nc1ccccc1Br | 8 | -17 | -0.1 | . | -1.4 | -18 | 0 | 27
CS(=O)(=O)Nc1cccc(NC(=O)c2ccc(-n3ccnc3)c3ccoc23)c1 | -7 | . | 0.1 | 14 | -1.2 | 0 | 6 | -13
CC1CCC(NC(=O)c2cc3c(=O)n(C)c4ccccc4c3n2C)CC1 (configuration not stated) | -2 | -1 | 0.3 | 6 | 3.6 | -4 | 0 | -3
Cc1ccc2c(C)c(C)c(=O)n(C)c2c1 | 3 | -2 | 0.0 | 15 | -0.3 | -8 | 10 | 9
CC(C)c1csc(CN2CCCC(CNC(=O)c3cccc4ccccc34)C2)n1 (configuration not stated) | 0 | 2 | 0.1 | -22 | -4.3 | . | -11 | 9
Cc1ccc(NS(=O)(=O)c2cc(C(N)=O)ccc2C)cc1 | 2 | -23 | . | -3 | -0.5 | -4 | 1 | .
C[C@@H]1CN([C@@H](C)CO)C(=O)Cc2cc(NS(=O)(=O)c3cccs3)ccc2O[C@@H]1CN(C)Cc1ccc(-c2ccccc2)cc1 | -2 | . | 0.0 | -3 | 1.0 | 2 | 44* | -20
CCCCN1C(=O)CC(C(=O)OCC)=C1C | 1 | -8 | 0.2 | 2 | 11* | 5 | 1 | -10
O=C(NNC(=O)c1cccs1)c1cccnc1 | -1 | 7 | 0.3 | 16 | -5.3 | -3 | 0 | 18
CCn1c2ccccc2c2cc(CN3CCN(Cc4cc(OC)ccc4O)CC3)ccc21 | 2 | . | 0.0 | -17 | -1.5 | 17 | 9 | 33
CCN(CC)CCCNC(=O)CCn1nc(-c2ccc(Cl)cc2)ccc1=O | 3 | -2 | 0.0 | -13 | . | 3 | 4 | -8
Cc1ccccc1C(=O)NCC(=O)OC(C)C(=O)Nc1cccc(S(=O)(=O)N2CCOCC2)c1 (configuration not stated) | 0 | . | -0.1 | 0 | 1.0 | 2 | 4 | -9
COC(=O)c1ccc(OCC2c3cc(OC)c(OC)cc3CCN2C(C)=O)cc1 (configuration not stated) | 5 | 2 | -0.1 | -9 | 1.3 | 1 | 0 | 3
COc1ccc2c3c(n(C)c2c1)[C@@H](CO)N(C(=O)Nc1ccc(F)cc1)CC31CCN(C(=O)Nc2c(C)noc2C)CC1 | -6 | . | 0.0 | -6 | -1.2 | 7 | 2 | .
C[C@@H]1CCCCO[C@@H](CN(C)C(=O)Nc2ccc3c(c2)OCO3)[C@@H](C)CN([C@H](C)CO)C(=O)c2cc(NS(=O)(=O)c3ccc(F)cc3)ccc2O1 | . | -2 | 0.0 | -1 | -0.4 | -4 | -1 | -2
C[C@H](CO)N1C[C@H](C)[C@H](CN(C)C)Oc2c(NS(C)(=O)=O)cccc2C1=O | 3 | 20 | 0.0 | 17 | -1.1 | 1 | 17 | -27
O=C(N/C(=C/c1ccc(Br)cc1)C(=O)N1CCCC1=O)c1ccco1 | -1 | 3 | 0.0 | -11 | 3.7 | 12 | -9 | 34
O=C(C[C@H]1C[C@H]2c3cc(NC(=O)c4cccnc4)ccc3O[C@H]2[C@@H](CO)O1)NC1CCCC1 | -4 | . | 0.1 | 6 | -1.9 | 5 | 10 | .
O=C(C[n+]1ccccc1)Nc1c(Cl)cc(Cl)cc1Cl | 0 | -1 | 0.0 | 11 | 1.5 | 2 | 3 | 4

Another view of some results above:
SMILES	ERp5 block	ARNT TACC3 PPI	Xi reactivation	INS-1E GSIS act	CFTR F508del cor	EWS-Fli block	DENV2 CPE rescue	PAX8 inh HTS
O=C(N/C(=C/c1ccc(Br)cc1)C(=O)N1CCCC1=O)c1ccco1	-1	3	0.0	-11	3.7	12	-9	34
C[C@@H]1CCCCO[C@H](CN(C)C(=O)Nc2cccc3ccccc23)[C@H](C)CN([C@@H](C)CO)C(=O)c2cc(NC(=O)c3ccccc3)ccc2O1	-6	8	0.2	3	-3.4	2	-15	-3

Further results
SMILES | ERp5 block | ARNT TACC3 PPI | Xi reactivation | INS-1E GSIS act | CFTR F508del cor | EWS-Fli block | DENV2 CPE rescue | PAX8 inh HTS
C[C@@H]1CCCCO[C@H](CN(C)CC2CC2)[C@H](C)CN([C@H](C)CO)C(=O)c2cc(NC(=O)c3ccccc3)ccc2O1 | -4 | 1 | 0.1 | -14 | 2.2 | . | -7 | -4
Cc1ccc(O)c(NC(=O)c2cc(-c3ccc(F)cc3)on2)c1 | 0 | . | 0.0 | 3 | 2.2 | -17 | 9 | -68
O=C(O)CN1C(=O)/C(=C\c2cccc(OCc3ccccc3)c2)SC1=S | -3 | -3 | 0.0 | 18 | -1.7 | 6 | -1 | -47
CC1Cc2cc(S(=O)(=O)N3CCC(C(=O)Nc4ccccn4)CC3)ccc2N1C(=O)C1CCC1 (configuration not stated) | -6 | 6 | 0.0 | -18 | -1.1 | . | 10 | 29
CCN1C(=O)C(CC(=O)Nc2ccc(OC)cc2)N(CCc2ccccc2)C1=S (configuration not stated) | 2 | 2 | 0.1 | -42 | -4.4 | 16 | -6 | -4
CN(CC(O)CN1CCOCC1)S(=O)(=O)O (configuration not stated) | 4&2 | -5&4 | 0.2&0.2 | -11&6 | 0.3&0.0 | 6&-3 | 3&-2 | 3&10
COc1ccc(C#Cc2ccc3c(c2)[C@@H]2[C@@H](CCN2C(=O)C2CC2)[C@@H](CO)N3)cc1 | -3 | -16 | 0.0 | -1 | -2.4 | -17 | 20 | 5
COc1ccc2nc(C)cc(Nc3ccc(N4CCN(C)CC4)cc3)c2c1 | 1 | 4 | -0.1 | 18 | -0.4 | 80* | 1 | 59
CCc1cc(=O)oc2cc(OC(=O)c3ccco3)ccc12 | 3 | -2 | -0.1 | 8 | -0.7 | . | -2 | -2
CC(C)(C)OC(=O)COc1cc(F)ccc1[N+](=O)[O-] | 5 | -3 | -0.2 | -6 | 2.0 | -5 | -2 | -24
Cc1ccnc(SCC(=O)c2cccc([N+](=O)[O-])c2)n1 | 9 | -8 | -0.1 | 3 | . | -13 | -5 | -34
CO[C@H](C(=O)N(C)C[C@H]1OCc2ccccc2-c2c(n(C)c3ccccc23)C(=O)N([C@H](C)CO)C[C@@H]1C)c1ccccc1 | 0 | 4 | -0.2 | -5 | -3.0 | 11 | -6 | -16
COc1ccccc1CNC(=O)C[C@@H]1CC[C@H](NC(C)=O)[C@H](CO)O1 | 10 | 0 | -0.2 | 7 | 2.3 | 1 | 1 | -5
COc1ccc(NC(=O)Nc2cccc3c2O[C@@H](CN(C)S(=O)(=O)c2ccc(C)cc2)[C@@H](C)CN([C@@H](C)CO)C3=O)cc1 | 4 | -8 | 3.3 | -17 | -4.3 | -14 | 12 | 10
CCOC(=O)N1CCN(C(=O)C[C@@H]2C[C@@]3(C(=O)OC)CCCCC=C3N(CCc3ccc(OC)c(OC)c3)C2=O)CC1 | 5 | . | 0.4 | -2 | 0.5 | -1 | -2 | 5
COc1ccc(CN(C)C[C@H]2Oc3ccc(NC(=O)c4ccncc4)cc3CC(=O)N([C@@H](C)CO)C[C@@H]2C)cc1 | 5 | -8 | 0.1 | 5 | -1.8 | . | -1 | -14
O=c1c2ccccc2nc(COc2ccccc2)n1/N=C/c1ccc(O)c(O)c1 | -8 | 11 | 0.0 | -19 | -1.1 | 9 | . | -28
Cc1cccc(Cn2c(NC3CCCC3)nc3c2c(=O)[nH]c(=O)n3C)c1 | -3 | . | 0.0 | 16 | -0.5 | 4 | -6 | 11
O=C(N/C(=C\c1ccco1)C(=O)N1CCOCC1)c1ccccc1Cl | 4 | 1 | 0.0 | 2 | -3.9 | 1 | -3 | -1
CC(C(=O)Nc1ccc(N(C)C)cc1)N1C(=O)c2ccccc2S1(=O)=O (configuration not stated) | -3 | 6 | -0.5 | 4 | -1.4 | -12 | -2 | -13
O=C(NCCN1CCOCC1)/C(=C/c1ccco1)NC(=O)c1ccccc1 | 3 | 6 | 0.0 | 11 | -0.2 | -1 | ? | .
Cc1ccc(S(=O)(=O)NCCc2nnc3ccc(N4CCOCC4)nn23)cc1 | 0 | . | -0.1 | . | 6.2 | -7 | ? | 2
CC1CCN(CCc2nc3cc(NC(=O)COc4ccccc4)ccc3n2C)CC1 | 3 | -2 | 0.0 | -10 | 0.4 | -2 | 0 | 3
COc1ccc(S(=O)(=O)N(C)C[C@@H]2Oc3ncc(-c4cc5ccccc5o4)cc3C(=O)N([C@H](C)CO)C[C@@H]2C)cc1 | 3 | 1 | . | . | 0.9 | 10 | 13 | .
O=C(O)c1cccc2c1Oc1ccccc1S2(=O)=O | -6 | -3 | 0.1 | 2 | 1.1 | -4 | -2 | -4

The results go on.
SMILES | ERp5 block | ARNT TACC3 PPI | Xi reactivation | INS-1E GSIS act | CFTR F508del cor | EWS-Fli block | DENV2 CPE rescue | PAX8 inh HTS
CN(C)C(=O)C[C@@H]1C[C@H]2c3cc(NS(=O)(=O)c4ccc(F)cc4)ccc3O[C@H]2[C@H](CO)O1 | . | -6 | 0.2 | -2 | -0.2 | 2 | 13 | 2
CCOC(=O)c1c(-c2ccc(OC)cc2)csc1/N=C/C1=C(O)CCCC1=O | . | 3 | 0.2 | -2 | . | . | . | -26
CCCCCCCCN1C(=O)[C@H](CC(=O)NCc2ccc(C)o2)C[C@@]2(C(=O)OC)CCCCC=C12 | 6 | . | -0.2 | 34 | -0.1 | 5 | 0 | 4
O=C(NCc1ccccc1)C1CCN(S(=O)(=O)c2cccc3cccnc23)CC1 | -4 | 2 | 0.0 | 0 | -0.8 | 9 | 1 | 1
C[C@@H]1CN([C@@H](C)CO)C(=O)c2cc(NC(=O)C3CC3)ccc2O[C@@H]1CN(C)Cc1ccncc1 | -1 | 2 | 0.2 | 14 | -0.4 | 2 | 1 | -13
Cc1c(Cl)cccc1NC(=O)CNC(=O)c1ccc2c(c1)OCCO2 | -14 | -13 | 0.1 | 13 | -1.7 | -22 | -5 | -24
CC1=C(C(=O)N(C)C)CC(CC(=O)NC2CCCC2)C(=O)N1CCC1=CCCCC1 (configuration not stated) | 3 | . | -0.1 | . | 0.4 | -49 | 3 | -99
CCN1CCN(C(=O)c2oc(=O)c3ccccc3c2-c2ccc(C)cc2)CC1 | -4 | . | 0.2 | -5 | -1.4 | -3 | ? | -9

Screening data deposited in PubChem BioAssay by Broad Institute.
